Screening data deposited in PubChem BioAssay by several laboratories.
SUMO1-SIM PPI: modulators of human SUMO1-mediated protein-protein interactions. P63165. SUMO1 binding to a labelled peptide, TR-FRET, 1 h. inhibition, % at 20 µM. hit rate 0.33% among 360,000. AID 602429; in the data active means inhibition above about 37%
MsrA inh: inhibits bovine methionine sulfoxide reductase A; hit rate 0.75% among 360,000; inhibition, % at 15.5 µM; purified bovine MsrA, absorbance read-out; in the data active means inhibition above about 4.5%;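 further: 0% = vehicle wells with enzyme and 100% = reference inhibitor wells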
CSN deneddyl inh: inhibitors of human CSN-mediated cullin deneddylation; Purified CSN, SCF-Nedd8-OG deneddylation, fluorescence polarization; inhibition, % at 12.5 µM; hit rate 0.38% among 360,000;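 active means pattern-corrected inhibition above about 35%, with an unprinted fluorescence ratio check between 0.5 and 1.5, limit read from the data, passing the limit was not always enough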;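 further: 0% = enzyme with substrate and 100% = substrate without enzyme; some results filed as inactive read as strong as hits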
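Schedule: reaction 90 min, room temperature / Assay system: HEK293T-derived human Csn5 enzyme / Input: Csn5 at 0.24 nM final / Measure: inhibition of Csn5 cleavage, % / Control set: substrate-only high control, full reaction low control / Technique: fluorescence polarization of the substrate / Buffer or medium: Tris/NaCl/DTT buffer, pH 7.5 / Reagent: SCFSkp2-Nedd8OG substrate at 10 nM final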
Rpn11 inh: Rpn11 (human) deubiquitinase inhibition. O00487. human 26S proteasome, Ub4-pepOG fluorescence polarization; 20S core pre-blocked with epoxomicin. calls only at 20 µM. hit rate 0.59% among 360,000;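 active means inhibition at 20 µM, scaled to each plate's controls, above about 33%, limit read from the data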
DNMT1 block: DNMT1 (human) enzyme inhibition. P26358. DNMT1 molecular beacon, Hinp1I cleavage, fluorescence. inhibition (reported as % activation of signal), % at 10 µM. hit rate 0.83% among 360,000; in the data active means inhibition above about 50%
Target sequence (P26358 504-1616 limits assumed): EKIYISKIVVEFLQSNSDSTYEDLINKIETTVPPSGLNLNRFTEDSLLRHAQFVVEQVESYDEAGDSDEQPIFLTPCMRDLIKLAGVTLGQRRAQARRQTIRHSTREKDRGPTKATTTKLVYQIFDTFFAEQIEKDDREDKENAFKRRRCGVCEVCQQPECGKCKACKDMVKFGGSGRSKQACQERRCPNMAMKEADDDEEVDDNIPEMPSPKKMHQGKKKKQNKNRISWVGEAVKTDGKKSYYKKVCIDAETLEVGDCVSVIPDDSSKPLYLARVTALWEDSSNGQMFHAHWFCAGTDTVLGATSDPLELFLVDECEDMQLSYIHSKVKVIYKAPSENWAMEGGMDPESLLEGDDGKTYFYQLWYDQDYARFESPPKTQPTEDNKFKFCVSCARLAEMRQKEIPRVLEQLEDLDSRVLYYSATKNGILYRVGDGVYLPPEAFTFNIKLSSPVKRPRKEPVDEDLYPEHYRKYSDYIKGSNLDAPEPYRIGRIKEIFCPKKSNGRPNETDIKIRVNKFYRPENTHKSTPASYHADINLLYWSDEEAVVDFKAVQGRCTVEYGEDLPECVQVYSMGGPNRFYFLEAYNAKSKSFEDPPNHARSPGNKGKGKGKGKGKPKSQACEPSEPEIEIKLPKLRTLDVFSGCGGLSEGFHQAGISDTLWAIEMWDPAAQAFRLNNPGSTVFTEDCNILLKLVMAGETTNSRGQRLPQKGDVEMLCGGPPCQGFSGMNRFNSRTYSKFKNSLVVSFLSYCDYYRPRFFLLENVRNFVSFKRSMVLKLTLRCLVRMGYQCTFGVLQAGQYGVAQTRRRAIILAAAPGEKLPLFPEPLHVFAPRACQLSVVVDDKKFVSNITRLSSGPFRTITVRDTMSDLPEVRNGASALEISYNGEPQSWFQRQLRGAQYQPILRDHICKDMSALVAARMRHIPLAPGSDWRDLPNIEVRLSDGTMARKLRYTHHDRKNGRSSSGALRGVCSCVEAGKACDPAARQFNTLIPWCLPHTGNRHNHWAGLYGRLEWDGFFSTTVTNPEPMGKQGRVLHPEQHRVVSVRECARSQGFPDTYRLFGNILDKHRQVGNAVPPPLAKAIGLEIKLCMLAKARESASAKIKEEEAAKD
STEP inh: blocks human striatal-enriched tyrosine phosphatase; P54829; recombinant STEP, OMFP fluorogenic substrate, fluorescence; inhibition, % at 20 µM; hit rate 0.25% among 360,000;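 active means inhibition at 20 µM, scaled per plate between control wells, above about 37%, limit read from the data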;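 further: 0% = DMSO with enzyme and substrate and 100% = substrate only without enzyme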
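Measure: Control-normalized % inhibition with plate pattern correction | Test system: STEP phosphatase, cell-free reaction | Medium: pH 6.0 Bis-Tris with DTT and Tween 20 | Technique: Fluorescence, 480/540 nm | Times: Reaction 20 min, ambient temperature | Doses: Single compound dose of 20 µM, 1% DMSO final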
NadD inh: NadD (S. aureus) enzyme inhibition; purified NadD enzyme, colorimetric absorbance read-out; inhibition, % at 20 µM; hit rate 0.78% among 360,000; AID 602399; in the data active means inhibition above about 26%; further: some compounds past the cut are filed as inactive
Scp-1 inhibitor: Scp-1 (human) phosphatase inhibition; Q9GZU7; Recombinant Scp1, phosphopeptide, malachite green phosphate absorbance; inhibition, % at 20 µM; hit rate 0.88% among 340,000; AID 493091;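 active means inhibition above about 50% at 20 µM, limit read from the data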;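 further: plate controls were DMSO wells with enzyme for no effect and wells lacking enzyme for full effect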
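System: truncated SCP-1 phosphatase (76-261aa); medium: Tris acetate buffer pH 5.5 with MgCl2 and Tween-20; incubation: 45 min room-temperature reaction, 5 min colour, 30 min stabiliser; compound: single 20 µM dose, 1% DMSO; reagent: Phosphorylated 17-residue peptide substrate; read-out: % inhibition at 20 µM; technique: colorimetric free-phosphate detection, absorbance 630 nm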
TbMetRS inhib: Trypanosoma brucei MetRS inhibition; purified T. brucei MetRS, ATP depletion, Kinase-Glo luminescence; inhibition, % at 11.9 µM; hit rate 0.4% among 360,000; AID 624268;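 active means inhibition above a per-plate cutoff of the control wells' mean inhibition plus 3 SD, cut at about 5.5% in these data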;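 further: 0% = DMSO wells median and 100% = median of wells with control inhibitor compound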
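technique = Kinase-Glo luminescence, ATP depletion format | system = purified MetRS (methionyl-tRNA synthetase) enzyme from Trypanosoma brucei | timing = 15 min preincubation, 2 h reaction, all 25 °C | evaluation = percent inhibition versus plate control medians | dosing = single dose, 11.9 µM final nominal, 0.9% final DMSO | also added = substrates ATP, L-methionine and bulk Escherichia coli tRNA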
LMPTP block: LMPTP (human) inhibition. P24666. recombinant LMPTP-A, OMFP fluorogenic substrate, fluorescence intensity. inhibition, % at 20 µM. hit rate 0.22% among 360,000. AID 651560;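 active means compounds that cut the enzyme signal by at least half of the control window in the single-dose screen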;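 further: plate controls were DMSO wells with enzyme plus substrate for no effect and substrate without enzyme for full effect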
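Test system – LMPTP-A phosphatase enzyme · Quantity – 0.625 nM LMPTP-A final · Reagent – OMFP substrate, 400 µM final · Dosing – one test concentration per compound, 20 µM, with 3% DMSO overall · Timing – 50 min enzyme reaction at room temperature, protected from light · Detection – fluorescence intensity · Controls – substrate-only low control, DMSO enzyme-plus-substrate high control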
* = called active by the depositor; i = inactive; · = not tested or not shown; + = active, no number.

SMILES	SUMO1-SIM PPI	MsrA inh	CSN deneddyl inh	Rpn11 inh	DNMT1 block	STEP inh	NadD inh	Scp-1 inhibitor	TbMetRS inhib	LMPTP block
NS(=O)(=O)c1ccc(CCNC(=O)CNC(=O)Cc2ccccc2)cc1	-3	-2.1	4	i	1	-1	-4	3	-0.2	0.1
CC1SCC(NC(=O)c2ccc(Cl)cc2)CS1 (configuration not stated)	4	-0.3	118	i	5	1	-4	-7	-0.1	0.3
O=c1c2ccccc2c(C=Nc2ccc(Cl)cn2)c(O)n1-c1cc(Cl)ccc1N1CCOCC1	-1	0.1	2	i	6	-1	11	1	-0.1	1.5
CCC(=O)N1CCN(c2ccc(NC(=O)c3ccc([N+](=O)[O-])o3)cc2Cl)CC1	-32	0.2	2	i	-1	-1	-6	1	-1.2	-1.2
Cc1cccc(NC(=O)CSc2ccc(-c3cccnc3)nn2)c1	2	-1.1	-3	i	-2	-1	-2	-5	0.0	0.8
CCc1ccc(-c2cc3c(=O)n(CC(=O)NCCCN4CCN(C)CC4)ncn3n2)cc1	-8	-0.9	-7	i	0	-4	-13	-4	-0.3	-7.2
COc1ccc(NC(=O)OCC(C)C)cc1OC	0	·	9	i	-2	0	4	2	-0.6	-0.4
O=C(COc1ccc(Cl)cc1Cl)NCCSc1ccc(Cl)cc1	1	1.5	1	i	-1	2	1	-12	-1.3	6.2
Cc1ccc(/C=C/C(=O)NCCc2c[nH]c3ccccc23)o1	-8	0.6	-3	i	-7	0	-5	2	-0.5	-1.0
CCOC(=O)[C@H]1[C@H]2COc3ccc(OC)cc3[C@H]2N2C(=O)CN(Cc3ccccc3)C(=O)[C@@]12C	2	0.3	1	i	-3	-1	-1	-2	1.0	-1.3
Cc1ccc(C2(C)NC(=O)N(CC(=O)Nc3cc(C)on3)C2=O)cc1 (configuration not stated)	1	-0.8	-2	i	3	-1	8	-6	-0.8	-0.2
CCC(=O)Nc1cc(C(=O)NCC2CCCN2CC)c(OC)cc1N(C)C (configuration not stated)	1	1.6	1	i	2	1	4	-2	0.3	-0.3
COc1cc(C(=O)NC2CCCCC2)ccc1OC1CCN(C(C)=O)CC1	3	-1.1	3	i	-2	2	-2	-8	0.4	-1.8
Cc1ccc(N2C(=O)c3ccccc3C2C(=O)c2cc(C)ccc2O)cc1 (configuration not stated)	-7	0.3	-3	i	-6	1	2	-6	-0.1	1.2
O=C(N=C1SCC(=O)N1c1ccccc1Cl)c1ccccc1	2	0.1	-3	i	-16	1	-4	-7	-0.3	0.8
O=C(CSc1nnc(Cc2ccccc2)o1)c1cc(F)ccc1F	2	-0.7	6	i	-2	-2	-8	-17	-1.0	2.2
Cc1ccc(-n2cc(CNC(C)c3cnn(C)c3C)c(-c3ccc(F)cc3)n2)cc1 (configuration not stated)	1	1.6	4	i	-1	-4	-10	-13	-0.4	1.0
O=C(c1ccccc1)N1CCN(C(=O)c2ccc([N+](=O)[O-])cc2)CC1	-24	1.1	1	i	1	0	3	0	0.5	-1.1
O=C(CSc1ncnc2c1oc1ccccc12)NCc1ccco1	-10	0.3	1	i	1	-4	8	5	0.0	-1.1
O=C(CCC1CCCN(c2ncccn2)C1)NCc1ccccc1F (configuration not stated)	-2	0.9	0	i	2	-4	-3	-2	-0.8	-0.5
O=C1NCCc2onc(-c3ccc(Br)cc3)c21	0	0.6	2	i	4	1	-2	·	-0.9	1.1
CCOc1ccc(N(C)Cc2cc(=O)oc3ccc(OCC)cc23)cc1	-8	1.2	4	i	-1	2	-2	6	-1.5	0.4
CC1CCc2cc(F)ccc2N1C(=O)c1cnc2sccn2c1=O (configuration not stated)	0	3.5	-3	i	1	0	0	-1	-0.2	-1.5
CC(=O)c1cccc(S(=O)(=O)N2CCC(n3nnc4cc(F)ccc43)CC2)c1	2	1.0	4	i	-2	0	-4	-8	0.6	-0.9
CCOc1cc(C(=O)NC)cc(OCC)c1OCC	-5	0.2	5	i	0	0	5	-2	-0.1	0.6

Full records, looked up by structure. Values in the order: SUMO1-SIM PPI, MsrA inh, CSN deneddyl inh, Rpn11 inh, DNMT1 block, STEP inh, NadD inh, Scp-1 inhibitor, TbMetRS inhib, LMPTP block
Record of CC1CCc2cc(F)ccc2N1C(=O)c1cnc2sccn2c1=O (configuration not stated) = 0, 3.5, -3, i, 1, 0, 0, -1, -0.2, -1.5
Record of CCOC(=O)[C@H]1[C@H]2COc3ccc(OC)cc3[C@H]2N2C(=O)CN(Cc3ccccc3)C(=O)[C@@]12C = 2, 0.3, 1, i, -3, -1, -1, -2, 1.0, -1.3
Record of Cc1ccc(/C=C/C(=O)NCCc2c[nH]c3ccccc23)o1 = -8, 0.6, -3, i, -7, 0, -5, 2, -0.5, -1.0
Record of NS(=O)(=O)c1ccc(CCNC(=O)CNC(=O)Cc2ccccc2)cc1 = -3, -2.1, 4, i, 1, -1, -4, 3, -0.2, 0.1
Record of CC1SCC(NC(=O)c2ccc(Cl)cc2)CS1 (configuration not stated) = 4, -0.3, 118, i, 5, 1, -4, -7, -0.1, 0.3

Carrying on:
SMILES	SUMO1-SIM PPI	MsrA inh	CSN deneddyl inh	Rpn11 inh	DNMT1 block	STEP inh	NadD inh	Scp-1 inhibitor	TbMetRS inhib	LMPTP block
O=C1CCC(=O)c2ccc3c4c(ccc1c24)CC3	-36	1.5	-25	i	25	3	1	-1	0.1	6.8
Cc1ccnc(SCC(=O)n2c3c(c4ccccc42)CC(C)CC3)n1 (configuration not stated)	3	-0.4	0	i	-4	5	6	-11	-0.4	5.0
S=C(Nc1ccc(Cl)cc1)c1nc2ccccc2s1	-4	-0.7	7	i	-4	6	2	-13	-0.3	0.1
Cc1ncc([N+](=O)[O-])n1CCO	-11	3.4	-1	i	5	-4	-4	-4	-0.8	-1.2
CCCCC(=O)NNC(=O)c1c(O)c2ccccc2[nH]c1=O	2	2.1	-3	i	0	0	-1	-7	-0.8	-2.5
CCn1nc(C(=O)OCC(=O)N2CC(=O)Nc3ccccc32)c2ccccc2c1=O	-4	1.9	-2	i	-5	0	-1	-3	0.0	0.0
COc1ccccc1C=NN1C(=O)CSC1=S	-3	0.5	2	i	-31	-2	1	0	-0.5	0.3
CCOC(=O)[C@H]1[C@H]2COc3ccc(C)cc3[C@@H]2N2C(=O)CN(C)C(=O)[C@@]12C	1	0.5	0	i	2	3	6	-5	-0.7	-2.6
C/C=C(\C)CN1CCC(n2nccc2NC(=O)CCCc2ccccc2)CC1	7	0.0	0	i	1	0	-1	4	-0.3	-0.1
Cc1ccc2[nH]c(=O)c(CN(CCc3ccccc3)C(c3nnnn3Cc3ccco3)C(C)C)cc2c1 (configuration not stated)	-26	1.9	38*	+	-10	-2	54*	1	0.2	5.2
CN=c1scc(C)n1/N=C/c1cc(Br)c(O)c(Br)c1	-7	1.8	0	i	0	-2	-3	-3	0.0	-2.1
S=C(c1ccc(-c2ccc(Br)cc2)o1)N1CCCCC1	-3	-0.3	-11	i	0	2	0	-7	-0.6	1.1
O=C(CSc1ccccc1)NCCCc1ccccc1	3	-0.4	6	i	0	1	-4	-12	-0.6	0.0
CN(C)C(=O)CCc1ccc2c3c([nH]c2c1)[C@]1(CCc2ccccc2)[C@@H](C(=O)N2CCCCC2)C[C@H](CC(=O)NCCCn2ccnc2)C(=O)N1CC3	-2	0.3	0	i	-1	0	13	4	-0.2	-7.9
Nc1nonc1-n1nnc(C(=O)N/N=C/c2ccc(O)cc2)c1COc1ccc(F)cc1	-4	1.9	-2	i	-7	-4	7	-4	0.0	1.4
CCOC(=O)C1(Cc2ccccc2C)CCCN(C(=O)c2cc(C3CC3)[nH]n2)C1 (configuration not stated)	-2	1.9	4	i	-3	-1	-2	1	0.0	0.6
CC(=O)Nc1ccc(S(=O)(=O)N[C@@H](C)C(=O)Nc2ccc(N3CCOCC3)cc2)cc1	-3	1.4	1	i	2	-2	4	4	-2.4	1.5
O=C(COC(=O)CCC1CCCC1)Nc1ccccc1Sc1ccccc1	3	0.6	2	i	4	3	4	-10	-0.3	3.9
CC(NC(=O)C(=O)N1CCCCC1)C(c1cccs1)N1CCN(c2ccccc2F)CC1 (configuration not stated)	1	-1.3	-1	i	1	0	-3	-4	-0.5	0.5
C[C@H]1CN([C@@H](C)CO)C(=O)CCCn2nncc2CO[C@H]1CN(C)S(=O)(=O)c1ccc(Oc2ccccc2)nc1	2	-1.3	-3	i	2	-1	2	·	0.4	-3.0
Cc1cc(-c2ccc(F)cc2)nc2cc(C(N)=O)nn12	-3	0.7	1	i	1	0	5	17	0.2	2.9
CCOC(=O)N1CCN(C2CC(=O)N(c3ccc(F)cc3)C2=O)CC1 (configuration not stated)	-1	-0.1	-2	i	6	3	2	-11	-0.3	-0.8
O=C(CN1C(=O)C2CC=CCC2C1=O)NCc1ccc2c(c1)OCO2 (configuration not stated)	0	-0.9	-3	i	2	-1	-5	-8	-0.8	0.2
CC(=O)c1nc(N2C(=O)CC(Cc3cc(C)cc(C)c3)C2=O)sc1C (configuration not stated)	-2	-0.6	-1	i	1	-3	-2	-5	0.0	-1.8
COc1ccc(C(C)=O)cc1Cn1c(C)c(C(=O)NCc2cccc(Cl)c2)sc1=O	2	1.3	1	i	0	0	-4	·	1.6	1.5

Carrying on:
SMILES	SUMO1-SIM PPI	MsrA inh	CSN deneddyl inh	Rpn11 inh	DNMT1 block	STEP inh	NadD inh	Scp-1 inhibitor	TbMetRS inhib	LMPTP block
O=C(O)CC(C(=O)O)c1cn(Cc2ccccc2)c2ccccc12 (configuration not stated)	5	0.2	-1	i	7	1	2	0	-0.3	-0.2
Cc1noc(/C=C/N(C)C)c1S(=O)(=O)N1CCCC(C(=O)NC(C)c2ccccc2)C1 (configuration not stated)	-6	1.2	0	i	-3	-3	-3	-6	-0.8	-0.1
Cc1c(NC(=O)CSc2nncn2-c2ccccc2)c(=O)n(-c2ccccc2)n1C	2	0.8	4	i	1	0	-1	2	-0.5	-1.4
CC(=O)Oc1ccc(-c2cccc(C(=O)NCC(=O)O)c2)cc1	3	0.1	-2	i	2	-1	10	-4	-0.4	0.7
C=CCc1cc(/C=N/n2cnnc2)cc(OCC)c1O	-6	2.6	-1	i	1	-3	2	-4	-0.2	-1.6
COc1cccc(NC(=O)CN2C(=O)COc3ccc(S(=O)(=O)N4CCOCC4)cc32)c1	-4	1.7	-1	i	1	-2	0	7	-0.2	0.8
